Anthrax LF inh2: Bacillus anthracis LF protease inhibitors, primary screen, biochemical, multiplex microsphere, MLPCN library | AID 588501, 2011 | Lethal factor (Bacillus anthracis), P15917 | multiplex microsphere protease cleavage assay | actives 0.12% (n = 360,000) | inhibition, % at 10 µM; also: plate controls were buffer without enzyme for full effect and enzyme alone for no effect
Y pestis TopoI: Yersinia pestis topoisomerase I inhibitors, primary screen, biochemical, cleavage product accumulation, plate reader, single point; DNA topoisomerase I (Yersinia pestis CO92); Y. pestis Topo-I cleavage product accumulation; activity, % at 10 µM; actives 0.064% (n = 360,000); AID 504884, 2011; in the data active = activity above about 50%, passing the limit was not always enough; inconclusive = no clear call, values can overlap the other calls; also: inactives centre near 2
TcdB GH inh: TcdB glycohydrolase inhibitors, primary screen, biochemical, single point, plate reader | actives 0.24% (n = 350,000) | TcdB glycohydrolase enzymatic assay | inhibition, % at 9.99 µM | Toxin B (Clostridioides difficile), P18177; in the data active = inhibition above about 10%
Target sequence (P18177 whole entry, looked up): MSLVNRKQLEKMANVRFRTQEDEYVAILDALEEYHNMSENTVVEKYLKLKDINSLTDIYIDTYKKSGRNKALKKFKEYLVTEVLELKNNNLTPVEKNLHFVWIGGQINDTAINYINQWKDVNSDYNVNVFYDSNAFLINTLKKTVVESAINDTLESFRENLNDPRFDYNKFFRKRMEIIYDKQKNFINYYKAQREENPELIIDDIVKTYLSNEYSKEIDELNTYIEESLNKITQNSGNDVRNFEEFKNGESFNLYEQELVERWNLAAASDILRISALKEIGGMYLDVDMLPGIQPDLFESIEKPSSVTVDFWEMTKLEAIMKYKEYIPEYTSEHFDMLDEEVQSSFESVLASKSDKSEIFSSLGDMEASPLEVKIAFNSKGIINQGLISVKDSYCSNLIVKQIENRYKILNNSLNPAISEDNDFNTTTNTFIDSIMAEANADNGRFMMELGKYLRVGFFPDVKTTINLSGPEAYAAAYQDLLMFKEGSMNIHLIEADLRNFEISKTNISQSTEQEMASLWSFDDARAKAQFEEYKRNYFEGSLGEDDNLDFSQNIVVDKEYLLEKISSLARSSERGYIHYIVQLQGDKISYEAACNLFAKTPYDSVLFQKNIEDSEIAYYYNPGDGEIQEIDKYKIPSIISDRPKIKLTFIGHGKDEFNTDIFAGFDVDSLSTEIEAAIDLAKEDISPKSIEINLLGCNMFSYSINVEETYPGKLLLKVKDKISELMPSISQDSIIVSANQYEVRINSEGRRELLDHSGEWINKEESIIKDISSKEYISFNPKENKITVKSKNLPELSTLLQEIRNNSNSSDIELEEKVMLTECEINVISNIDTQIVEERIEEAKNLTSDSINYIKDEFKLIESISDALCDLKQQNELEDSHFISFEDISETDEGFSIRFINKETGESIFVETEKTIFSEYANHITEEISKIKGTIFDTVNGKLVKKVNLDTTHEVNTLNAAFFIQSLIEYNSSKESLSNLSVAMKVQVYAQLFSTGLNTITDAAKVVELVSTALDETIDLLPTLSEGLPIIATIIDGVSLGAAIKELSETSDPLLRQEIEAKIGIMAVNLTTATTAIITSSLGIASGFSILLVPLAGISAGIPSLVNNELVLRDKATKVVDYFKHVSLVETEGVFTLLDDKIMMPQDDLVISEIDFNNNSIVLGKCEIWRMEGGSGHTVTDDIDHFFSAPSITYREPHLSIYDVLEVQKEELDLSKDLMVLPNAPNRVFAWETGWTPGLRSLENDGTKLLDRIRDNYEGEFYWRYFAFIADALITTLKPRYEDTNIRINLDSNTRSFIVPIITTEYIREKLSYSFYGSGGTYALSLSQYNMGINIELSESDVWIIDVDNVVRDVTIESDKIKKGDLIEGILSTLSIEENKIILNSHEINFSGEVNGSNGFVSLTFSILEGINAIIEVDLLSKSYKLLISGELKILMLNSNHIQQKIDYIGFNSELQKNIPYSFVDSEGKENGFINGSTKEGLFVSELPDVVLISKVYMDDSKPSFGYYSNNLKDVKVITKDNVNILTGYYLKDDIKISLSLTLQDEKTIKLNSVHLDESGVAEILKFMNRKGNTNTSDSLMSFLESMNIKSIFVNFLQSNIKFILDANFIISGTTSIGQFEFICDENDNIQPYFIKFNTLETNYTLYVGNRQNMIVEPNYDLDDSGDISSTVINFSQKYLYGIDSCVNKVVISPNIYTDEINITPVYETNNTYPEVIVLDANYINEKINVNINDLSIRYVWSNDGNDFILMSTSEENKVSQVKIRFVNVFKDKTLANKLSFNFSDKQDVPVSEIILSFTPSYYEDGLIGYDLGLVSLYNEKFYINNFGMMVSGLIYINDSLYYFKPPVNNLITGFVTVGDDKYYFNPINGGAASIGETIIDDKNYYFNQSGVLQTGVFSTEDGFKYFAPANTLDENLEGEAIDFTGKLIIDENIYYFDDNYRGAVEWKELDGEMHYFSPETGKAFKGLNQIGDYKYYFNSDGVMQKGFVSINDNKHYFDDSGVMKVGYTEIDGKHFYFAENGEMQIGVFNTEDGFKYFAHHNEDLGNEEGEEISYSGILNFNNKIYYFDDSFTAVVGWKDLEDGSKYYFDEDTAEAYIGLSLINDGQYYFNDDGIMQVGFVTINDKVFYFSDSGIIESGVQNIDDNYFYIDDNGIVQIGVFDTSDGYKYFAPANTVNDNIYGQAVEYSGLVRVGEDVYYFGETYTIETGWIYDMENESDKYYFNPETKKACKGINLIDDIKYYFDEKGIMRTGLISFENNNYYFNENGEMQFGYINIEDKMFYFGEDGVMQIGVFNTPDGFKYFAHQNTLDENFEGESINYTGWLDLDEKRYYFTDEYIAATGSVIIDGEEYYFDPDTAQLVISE
BH1578 lux ind: inducers of Vibrio cholerae quorum light production without autoinducers, primary screen, BH1578 luxS cqsA deficient, single point; V. cholerae BH1578 lux reporter, luminescence, 6 h; actives 0.16% (n = 350,000); activation, % at 18.7 µM; AID 588436, 2011; in the data active = activation mostly above about 9.7%, no sharp cut-off; inconclusive = no clear call, values can overlap the other calls; inactive = mostly below about 3.7%; also: not every result past the cut was called active; inactives centre near 0; reference of the scale not given here
CCHFV vOTU inh: CCHFV vOTU protease inhibitors, primary screen, biochemical, Pep-AMC substrate, fluorescence. Crimean-Congo hemorrhagic fever virus L polyprotein viral ovarian tumor (vOTU) protease …. inhibition, % at 11.5 µM. actives 0.55% (n = 370,000); in the data active = inhibition above about 30%; also: 0% = vehicle wells with enzyme and 100% = no enzyme wells
SARS 3CLpro inh: SARS-CoV 3CLpro protease inhibitors, primary screen, biochemical, quenched FRET | recombinant SARS-CoV 3CLpro, quenched FRET peptide cleavage | inhibition, % at 6 µM | actives 0.14% (n = 290,000) | AID 1706, 2009; in the data active = inhibition above about 12%
BoNT A protease: BoNT/A light chain protease inhibitors, primary screen, biochemical, flow cytometry, MLPCN library; AID 588499, 2011; multiplex microsphere protease substrate cleavage; Botulinum neurotoxin type A light chain protease (Clostridium botulinum A str. ATCC 3502); inhibition, % at 10 µM; actives 0.17% (n = 360,000); also: plate controls were buffer without enzyme for full effect and enzyme alone for no effect
PfHsp40 rescue: rescue of yeast from PfHsp40 toxicity, primary screen, S. cerevisiae, ATP luminescence. AID 504582, 2011. growth rescue, % at 12.5 µM. actives 0.68% (n = 340,000). S. cerevisiae expressing PfHsp40, growth rescue; in the data active = growth rescue above about 28%, passing the limit was not always enough; inconclusive = no clear call, values can overlap the other calls;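 also: yeast W303a lacking pdr1 and pdr3 grown in galactose medium; growth measured after three days at 30 °C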
SSB-PriA inh: inhibitors of Klebsiella pneumoniae PriA binding to SSB C-terminal tail, primary screen, biochemical, AlphaScreen; inhibition, % at 33 µM; AlphaScreen SSBct-PriA binding, biotinylated peptide; actives 0.6% (n = 430,000); in the data active = inhibition mostly above about 37%, no sharp cut-off; inactive = mostly below about 20%;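 also: plate controls were negative control peptide for no effect and reference peptide for full effect; strong numbers were not always called active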
DUSP3 inh: VHR1 phosphatase inhibitors, primary screen, biochemical, absorbance, uHTS. Dual specificity protein phosphatase 3 (Homo sapiens), P51452. recombinant VHR phosphatase, pNPP absorbance. inhibition, % at 13.3 µM. actives 0.52% (n = 290,000); in the data active = inhibition above about 50%; also: some compounds called inactive have numbers as strong as hits
An asterisk follows results filed as active; i = inactive; ? = inconclusive; / = no result given; & = joins results of further samples. Rule as the data show it, unless noted: active = inhibition above about 30%; inconclusive = no clear call, values can overlap the other calls; inactive = below that.

SMILES | Anthrax LF inh2 | Y pestis TopoI | TcdB GH inh | BH1578 lux ind | CCHFV vOTU inh | SARS 3CLpro inh | BoNT A protease | PfHsp40 rescue | SSB-PriA inh | DUSP3 inh
COc1ccc(NC(=O)NC2(C(=O)N3CCCCCC3)CCCCC2)cc1 | -6 | 3 | / | -0.4 | 4 | 2 | -1.6 | 0.7 | -4 | 7
CC(C)c1ccccc1NC(=O)Nc1ccc2c(c1)OCO2 | 1 | 1 | -9.1 | i | 14 | 0 | 0.2 | 2.1 | -7 | -5
CC(C)C(=O)N1CCN(c2ccccc2N)CC1 | -1 | 3 | -0.6 | -1.1 | 11 | 0 | 0.5 | 21 | -3 | 21
CCN1C(=O)C(CC(=O)Nc2cccc(C(C)=O)c2)S/C1=N\c1ccccn1 (stereo not drawn) | 1 | -5 | 0.9 | -0.1 | -15 | -1 | -0.2 | -0.8 | / | 18
N#Cc1ccc(NC(=O)C2CC(c3ccc(F)cc3)=NO2)cc1 (stereo not drawn) | -2 | -5 | / | i | 11 | 2 | -0.3 | -0.9 | -43 | 21
O=C(NC1CCN(C(=O)N2CCOCC2)CC1)c1ccccc1 | -3 | -6 | / | i | -2 | -4 | 0.2 | -0.8 | -4 | 7
COc1ccccc1N1CCSC1C(N)=O (stereo not drawn) | 4 | 1 | / | -0.1 | 0 | 6 | 1.2 | -0.1 | 14 | 30
Cc1ccc(S(=O)(=O)N(C)CC(=O)Nc2ncccc2C)cc1 | 3 | 10 | 2.0 | 0.6 | 2 | / | 0.1 | -0.4 | 2 | /
N#Cc1ccc(OCc2cccc(S(=O)(=O)N3CCOCC3)c2)cc1 | 0 | 1 | 2.7 | -0.3 | 5 | / | -1.0 | -0.9 | -2 | /
COc1cc2c(cc1OC)C(=O)Cc1ccc3c(c1CN(C)CC2)OCO3 | 8 | -8 | 0.8 | -0.6 | 1 | 4 | -1.1 | -1.3 | -9 | 7
CCOc1ccc(CN2CCNC(=O)C2CC(=O)NCCc2cnccn2)cc1 (stereo not drawn) | 0 | 2 | 0.2 | 2.7 | 0 | -6 | -1.0 | -1.7 | -2 | -8
CCOC(=O)/C(=C\Nc1ccc(OC(F)(F)F)cc1)Sc1ncc(C(F)(F)F)cc1Cl | -6 | 10 | / | -0.4 | -4 | -1 | 0.0 | -1.5 | -10 | -2
COc1ccc(NS(=O)(=O)c2cc(NS(=O)(=O)c3cccs3)ccc2C)cc1 | -5 | 3 | 0.6 | -0.4 | 2 | / | -1.3 | 0.6 | 1 | /
CC(C)CCNC(=O)c1onc(CSc2ccccn2)c1C(=O)NCCC(C)C | -3 | 38 | / | i | 15 | / | -1.1 | 5.1 | -9 | /
COc1cccc(C2Nc3ccc4ccccc4c3C3=C2C(=O)CC(C)(C)C3)c1OCC(=O)O (stereo not drawn) | -14 | 14 | -0.2 | -0.4 | -232 | 4 | -0.9 | -0.6 | -6 | 16
Cn1cc(CN2CCC[C@H]2CO)c(-c2cccc(Cl)c2)n1 | -2 | -10 | 1.9 | -0.3 | -14 | -1 | -0.6 | -1.2 | -7 | 41
CC1SC(C)C(=O)N(CC(=O)NCc2ccc(F)cc2)C1=O (stereo not drawn) | -2 | 1 | 1.2 | -0.3 | 1 | 0 | -0.4 | -1.9 | -6&7 | 0
O=C(NCc1ccccc1CN1CCCC1)C1CCN(C(=O)c2ccc(F)cc2)CC1 | 1 | 11 | -3.0 | -0.3 | 9 | / | -5.7 | -0.7 | 6 | /
Cc1c(NC(C)c2cc(Cl)ccc2O)c(=O)n(-c2ccccc2)n1C (stereo not drawn) | 2 | 0 | / | / | 6 | 3 | 0.2 | -1.2 | 1 | 16
CCCCN1c2ccccc2N(CCCO)c2cc(C)nnc21 | -1 | -4 | / | i | 17 | 8 | 0.1 | 0.8 | -5 | 3
COC(=O)c1c(NS(=O)(=O)c2cccs2)sc2c1CCCC2 | -5 | 4 | / | -2.0 | 3 | 2 | -4.0 | -0.3 | 5 | -10
CCOC(=O)c1c(C)[nH]c(C)c1S(=O)(=O)NCC(=O)Nc1ccccn1 | 3 | -9 | -1.3 | -0.6 | -3 | -2 | 1.1 | 0.0 | 2 | 7
CCOc1ccc(NC(=O)CN(C)C(=O)c2cc(S(=O)(=O)N3CCCCC3)ccc2C)cc1OCC | -1 | 7 | 1.1 | -0.5 | -2 | / | -2.3 | -0.6 | -8 | /
COc1ccc(/C=C2\SC(=O)N(CC(=O)NC3C=CS(=O)(=O)C3)C2=O)cc1 (stereo not drawn) | 0 | 0 | 0.0 | i | -11 | -1 | 1.6 | -0.1 | -10 | -4
C/C(=N\NC(=O)c1nnn(-c2nonc2N)c1-c1ccc2c(c1)OCO2)c1ccc(C)cc1 | 4 | 0 | 0.7 | -0.3 | -4 | 5 | 1.6 | -0.8 | / | -5

(more compounds)
SMILES | Anthrax LF inh2 | Y pestis TopoI | TcdB GH inh | BH1578 lux ind | CCHFV vOTU inh | SARS 3CLpro inh | BoNT A protease | PfHsp40 rescue | SSB-PriA inh | DUSP3 inh
Cc1ccc(NC(=O)CN(C)C(=O)c2cc(-c3ccco3)nc3ccccc23)cc1 | 0 | 5 | -5.0 | i | -23 | / | 5.0 | 3.9 | -1 | /
Cc1[nH]c(C)c(S(=O)(=O)NCc2ccc(N(C)C)cc2)c1C(=O)N1CCCC1 | -1 | -2 | 1.1 | -0.7 | 8 | 2 | 0.8 | -1.7 | 4 | -6
CCN(CC(=O)Nc1ccc(OC)c(OC)c1)S(=O)(=O)c1ccc(C)cc1 | -1 | 1 | / | -0.6 | 0 | -3 | -0.3 | -0.1 | -17 | -4
O=C(CC1C(=O)NCCN1Cc1ccccc1C(F)(F)F)NCCn1cccn1 (stereo not drawn) | -6 | 1 | -0.5 | -0.2 | 8 | -1 | 0.3 | 0.4 | -3 | -6
Cc1cc(C)c(C)c(S(=O)(=O)N2CCN(C(=O)c3ccccc3OCc3c(C)noc3C)CC2)c1C | -2 | 8 | 1.5 | -0.2 | 14 | / | -0.5 | -0.1 | 9 | /
O=C(CN1CCN(c2ccccc2O)CC1)Nc1cc([N+](=O)[O-])ccc1Cl | -1 | 9 | 0.6 | i | 12 | 4 | -1.1 | 0.5 | 15 | 11
CCOC(=O)Cc1csc(-n2sc3ccccc3c2=O)n1 | -3 | -10 | 0.5 | i | 4 | 2 | 0.8 | 1.1 | -2 | 21
Cc1[nH]c2ccccc2c1/C=N/Nc1ccc([N+](=O)[O-])cc1S(=O)(=O)Nc1ccc(Cl)cc1 | -25 | 2 | / | -0.6 | -4 | 1 | 0.9 | 1.0 | i | -6
Cn1cccc1/C=N/NC(=O)Cc1cccc2ccccc12 | 2 | -5 | 0.2 | i | 8 | 2 | 0.4 | 0.7 | / | -5
Cc1cccc(-n2c(SCC(=O)NCc3ccco3)nc3ccccc3c2=O)c1 | ? | 2 | / | 0.4 | 16 | 0 | ? | -1.8 | -6 | 6
O=C(CN1C(=O)c2ccccc2S1(=O)=O)c1cccc(Br)c1 | 1 | 25 | -0.5 | 5.3 | 8 | -7 | 1.5 | -0.4 | -22 | 20
Cc1ccc(CNC(=O)Cn2cnc3c(OCc4ccccc4)ncnc32)o1 | -4 | -1 | 2.5 | i | -13 | / | 0.2 | 1.9 | -13 | /
O=C(NC1CCCC1)C(c1ccc(N2CCOCC2)cc1)N(Cc1ccccc1)C(=O)c1ccco1 (stereo not drawn) | -7 | 12 | / | 2.8 | -10 | -3 | 0.1 | -0.7 | 6 | 22
O=C(COc1ccccc1)Nc1ncn[nH]1 | -1 | 6 | 0.7 | -0.4 | 9 | 2 | -0.4 | 8.9 | -8 | -12
COc1cc(=O)oc(-c2ccccc2)c1C(C)=O | -3 | 4 | 1.4 | -0.6 | -3 | / | -0.3 | -0.8 | 4 | /
COc1ccc(CNC(=O)COC(=O)/C=C/c2ccc(Cl)cc2)cc1 | -1 | -12 | -0.4 | i | 12 | 4 | -0.2 | 0.1 | 1 | 2
Cc1ccc(C)c(NC(=O)CSc2nncn2C)c1 | / | -10 | 1.5 | -0.4 | -6 | -3 | / | -1.6 | 3&-13 | 20
O=C(Nc1ccc2ccccc2c1)c1ccc(Cl)cc1Cl | -8 | 2 | 0.1 | -0.5 | 8 | 3 | 3.9 | 0.1 | 4 | 1
O=[N+]([O-])c1ccc(-c2ccc(S(=O)(=O)N3CCOCC3)cc2)cc1 | -9 | -2 | -0.6 | -0.1 | -5 | -2 | -7.0 | -1.3 | 1 | 19
CCCCCOCC1CC(C/C(C)=N/NC(N)=O)(C(=O)OCC)C(=O)O1 (stereo not drawn) | 1 | -4 | 0.3 | -0.1 | -11 | -2 | 1.2 | 0.7 | / | 13
O=C(Nc1ccc(S(=O)(=O)N2CCOCC2)cc1)c1cc(-c2cc(Cl)ccc2O)n[nH]1 | 3 | -6 | 0.9 | -0.8 | 13 | 8 | -1.4 | -0.1 | -3 | 6
Cn1nc(C(=O)N2CCN(c3ccc([N+](=O)[O-])cc3)CC2)c2c1-c1ccccc1S(=O)(=O)C2 | -1 | -1 | / | i | / | -3 | 0.0 | -0.4 | 3 | 13
CCOC(=O)c1sc2nc(CN3CCN(c4cccc(C(F)(F)F)c4)CC3)[nH]c(=O)c2c1C | -1 | -2 | 0.8 | -0.3 | 2 | -1 | 0.0 | -1.1 | -4 | -8
O=C(OCc1cnc(Cl)s1)c1cccs1 | -5 | 1 | 0.5 | 0.7 | 8 | 0 | 0.9 | 0.1 | -17 | -24
COC(=O)C1=C(c2ccc(-c3ccccc3)c(F)c2)C[C@@H]2CC[C@H]1N2C(=O)N1CCCCC1 | -10 | 28 | -7.4 | i | 22 | / | -0.5 | 18 | -2 | /
CCC(=O)Nc1nnc(S(=O)(=O)N(C)c2ccccc2)s1 | -4 | -3 | -8.6 | -0.9 | 4 | -1 | -1.0 | -0.2 | 2 | -2
COc1cc(C(C)=O)ccc1COc1ccc(C(=O)OCC(=O)NC(C)(C)C)cc1OC | 1 | 17 | 0.6 | -0.3 | -3 | 1 | 0.0 | 1.1 | 0 | 4
COc1ccccc1Nc1nc(N)nc(CCl)n1 | 6 | 3 | 1.1 | 1.3 | -13 | 5 | -1.5 | -0.5 | 10 | -10

Full records, quoted from the list. Values in the order: Anthrax LF inh2	Y pestis TopoI	TcdB GH inh	BH1578 lux ind	CCHFV vOTU inh	SARS 3CLpro inh	BoNT A protease	PfHsp40 rescue	SSB-PriA inh	DUSP3 inh
COc1ccc(CNC(=O)COC(=O)/C=C/c2ccc(Cl)cc2)cc1 is entered as -1	-12	-0.4	i	12	4	-0.2	0.1	1	2
CCC(=O)Nc1nnc(S(=O)(=O)N(C)c2ccccc2)s1 is entered as -4	-3	-8.6	-0.9	4	-1	-1.0	-0.2	2	-2
O=C(NC1CCN(C(=O)N2CCOCC2)CC1)c1ccccc1 is entered as -3	-6	/	i	-2	-4	0.2	-0.8	-4	7
CCCCN1c2ccccc2N(CCCO)c2cc(C)nnc21 is entered as -1	-4	/	i	17	8	0.1	0.8	-5	3

From PubChem BioAssay

Not all compounds are listed; count on the stated rates, not on these rows.
